Screening results deposited in PubChem by National Center for Advancing Translational Sciences (NCATS).
LDHA inh: blocks human lactate dehydrogenase A. purified LDHA, NADH/diaphorase-resazurin fluorescence; hits give low values. activity change, % (values are at about 110 or 230 µM). 480,000 compounds, 0.15% hits. AID 1347041; in the data active means activity change below about -30%; inconclusive means mostly about -25% to -30%;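 further: plate controls were DMSO wells for no effect and wells without enzyme for full effect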
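Human LDH5 (2 nM) was incubated with 0.06 mM NADH and 0.2 mM pyruvate for 5 min at room temperature in Tris pH 7.4. Remaining NADH was coupled through diaphorase/resazurin, and resorufin fluorescence was read at 0 and 20 min.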
RXFP1 agonist: RXFP1 (human) receptor agonism | HEK293T-RXFP1 cAMP TR-FRET, 30 min; response scale: percent of porcine relaxin response, buffer zero | Potency, µM (doses to about 57.5 µM), for inactives: at the top dose activation, actives largely listed as activators | AID 2676 | 370,000 compounds, 0.3% hits | Q9HBX9; further: potency means the concentration at half of the fitted maximal effect; on the % scale 0 is the no-effect control and ±100 the full control effect; nearly all actives have a fitted effect of over 60% in size; many of its hits are not listed in these tables
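HEK293 cells stably expressing RXFP1, treated 30 min at 37C with compounds plus PDE4 inhibitor Ro 20174; cAMP measured by HTRF TR-FRET. Normalized to buffer and 29 nM porcine relaxin; EC50 by Hill fit.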
PI4K2A block: inhibitors of human PI4K2A | activity change, negative = inhibition, % at 76.9 µM | 420,000 compounds, 0.13% hits | Q9BTU6 | AID 1346378 | purified PI4K2A, ADP-Glo luminescence, 1 h; hits give low values; in the data active means activity change below about -50%; inconclusive means mostly about -30% to -49%;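 further: -100% = wells without enzyme as full effect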
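ADP-Glo luminescence measured ADP generated by PI4K2A enzyme (4 ug/mL before mixing) with 1.2 mM PI substrate (pre-mix) and 300 microM ATP (pre-mix). Tris pH7.5 buffer with MgCl2, Triton X-100; 1 h reaction at ambient temperature.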
USP1 inh: blocks the human USP1/UAF1 deubiquitinase complex; recombinant USP1/UAF1, Ub-Rhodamine cleavage fluorescence; 390,000 compounds, 0.23% hits; AID 743255; O94782; Potency, µM (series often up to 57.1 µM), inactives show at the highest dose activity change, negative = inhibition, hits mostly inhibitors; further: potency means the concentration at half of the fitted maximal effect; on the % scale 0 is the no-effect control and ±100 the full control effect; nearly all actives have a fitted effect of over 60% in size; inactives centre near -12
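Step one: compound is pinned into 1nM USP1/UAF1 in HEPES pH 7.8 buffer with TCEP. Step two: 15 min room-temperature incubation. Step three: Ub-Rho (150nM final) starts cleavage, tracked by fluorescence over six one-minute reads.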
TrxR1 substrate: substrates of rat thioredoxin reductase 1; O89049; purified TrxR1 substrate turnover, NADPH consumption readout; Potency, µM (series often up to 114 µM), for the others: at the highest dose activity change, negative = substrate turnover; 390,000 compounds, 0.01% hits; further: potency means the concentration at half of the fitted maximal effect; on the % scale 0 is the no-effect control and ±100 the full control effect; nearly all actives have a fitted effect of over 50% in size
Target sequence (O89049 whole entry, looked up): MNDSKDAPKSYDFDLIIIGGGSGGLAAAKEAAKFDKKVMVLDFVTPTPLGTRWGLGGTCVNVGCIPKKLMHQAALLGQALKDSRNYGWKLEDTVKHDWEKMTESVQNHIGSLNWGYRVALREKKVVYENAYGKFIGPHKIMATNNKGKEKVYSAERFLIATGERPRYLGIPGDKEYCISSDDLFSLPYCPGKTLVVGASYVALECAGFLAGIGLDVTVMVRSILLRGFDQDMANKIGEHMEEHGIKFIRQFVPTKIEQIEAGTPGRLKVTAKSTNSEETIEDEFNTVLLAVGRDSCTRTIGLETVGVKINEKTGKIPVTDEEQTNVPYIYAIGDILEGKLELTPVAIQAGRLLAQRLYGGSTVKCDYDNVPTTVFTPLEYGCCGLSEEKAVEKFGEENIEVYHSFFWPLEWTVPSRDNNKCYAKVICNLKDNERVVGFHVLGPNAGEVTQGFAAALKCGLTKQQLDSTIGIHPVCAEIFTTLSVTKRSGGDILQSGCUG
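Rat TrxR1, dispensed at 90 nM, was prereduced with 400 uM NADPH (final) for 5 min at ~22 deg C, then incubated with compound 15 min before 400 uM selenite. A first-read NADPH fluorescence drop versus no-compound background flagged substrates.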
IDH1 R132H inh: blocks human mutant IDH1 R132H enzyme; IDH1-R132H enzyme, NADPH consumption, diaphorase/resazurin fluorescence; AID 602179; 390,000 compounds, 0.093% hits; O75874; Potency, µM (titrated, usually from 76.6 µM), for inactives: at the highest dose activity change, negative = inhibition, actives largely listed as inhibitors; further: potency means the concentration at half of the fitted maximal effect; on the % scale 0 is the no-effect control and ±100 the full control effect; nearly all actives have a fitted effect of over 65% in size
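IDH1-R132H (0.5 ug/mL dispensed) in pH 7.5 Tris buffer was preincubated 30 min with compound, then given a substrate mix of 0.016 mM NADPH and 2 mM alpha-KG for 80 min at room temperature; remaining NADPH was read by diaphorase/resazurin fluorescence.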
Vif-APOBEC3F blk: inhibitors of Vif-A3F interaction; HeLa A3F-eYFP + Vif (tagged APOBEC3F with the HIV-1 protein that degrades it), YFP fluorescence increase; 390,000 compounds, 0.2% hits; Potency, µM (titrated, usually from 46.1 µM), for inactives: at the top dose activity, negative = active; further: potency means the concentration at half of the fitted maximal effect; % of control where 0% means no effect; nearly all actives have a fitted effect of over 65% in size
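HeLa cells stably expressing A3F-eYFP plus Vif, plated and incubated overnight at 37 deg C, then exposed to compounds overnight at 37 deg C. Blocked degradation read as raised yellow fluorescence (Ex 488/Em 500-530).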
GRP78 ERSR act: induces the endoplasmic reticulum stress response in human glioma cells | U87-MG GRP78 promoter luciferase reporter, 16 h | Potency, µM, without a hit: at the highest dose activation, most hits filed as activators | 420,000 compounds, 0.02% hits | AID 602332; further: potency means the concentration at half of the fitted maximal effect; series mostly up to about 76 µM; % of control where 0% means no effect; nearly all actives have a fitted effect of over 35% in size
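Stably transfected U87-MG glioma cells carrying a GRP78-based luciferase sensor; 16 h compound incubation. Luminescence end-point read 10 min after Bright-Glo addition at room temperature.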
Vif-APOBEC3G blk: blocks the Vif interaction with human APOBEC3G | Q9HC16 | HeLa A3G-eYFP + Vif (tagged APOBEC3G with the HIV-1 protein that degrades it), YFP fluorescence, overnight | Potency, µM (titrated, usually from 46.1 µM), for inactives: top-dose activity, negative = active, usual class: inhibitors | 410,000 compounds, 0.076% hits | AID 602310;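 further: potency means the concentration at half of the fitted maximal effect; on the % scale 0 is the no-effect control and ±100 the full control effect; nearly all actives have a fitted effect of over 60% in size; hits raise eYFP signal because A3G escapes Vif-driven loss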
Target sequence (Q9HC16 whole entry, looked up): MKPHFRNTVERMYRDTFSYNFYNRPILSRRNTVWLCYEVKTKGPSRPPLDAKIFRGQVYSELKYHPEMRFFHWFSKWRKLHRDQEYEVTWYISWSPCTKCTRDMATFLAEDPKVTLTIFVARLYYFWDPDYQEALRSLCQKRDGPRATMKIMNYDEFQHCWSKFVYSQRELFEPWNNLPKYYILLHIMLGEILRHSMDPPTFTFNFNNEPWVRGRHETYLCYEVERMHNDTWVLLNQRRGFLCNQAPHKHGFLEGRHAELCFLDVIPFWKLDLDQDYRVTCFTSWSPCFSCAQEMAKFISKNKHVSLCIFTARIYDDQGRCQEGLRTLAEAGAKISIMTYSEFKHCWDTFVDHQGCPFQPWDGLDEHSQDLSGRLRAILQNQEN
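HeLa cells stably expressing Vif and C-terminally eYFP-tagged A3G, seeded overnight at 37 deg C, then exposed to compound by pintool overnight at 37 deg C. Rise in yellow fluorescence (Ex 488/Em 500-530, Acumen) marks blocked Vif-driven A3G degradation.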
Starred values were filed as active, the others as inactive; u = inconclusive; x = no result given; & = joins results of further samples; [ ] = remark or other dose. Unless noted, the call rests on the fitted dose curve; in most records, active means well fitted curve in the direction sought with a large enough effect; inconclusive means small, poorly fitted or top-dose-only effect, or another doubt; inactive means no such curve, though single readings can be large; an effect the other way counts as inactive or inconclusive. A portion of the library (hit frequency here may not be typical).

1	CCCCN(C(=O)C1CCCO1)c1c(N)n(CCC)c(=O)[nH]c1=O (configuration not stated)
2	COc1ccc(OC)c(NC(=O)CCC(=O)N(Cc2ccc(OC)c(OC)c2)c2nccs2)c1
3	O=C(NCc1ccccc1)c1onc(CSc2ccc(F)cc2)c1C(=O)NCCCN1CCOCC1
4	Cc1ccc(-c2nn3c(C)nnc3c3ccccc23)cc1S(=O)(=O)NC(C)(C)CO
5	CSc1ccccc1NS(=O)(=O)c1ccccc1
6	NC(=O)c1cc(Cl)cn(-c2ccccc2)c1=O
7	CCN(CC)S(=O)(=O)c1nnc(NC(=O)c2ccccc2Cl)s1
8	COc1ccc(Cl)cc1NS(=O)(=O)c1cn(C)nc1C

screen / no.	1	2	3	4	5	6	7	8
LDHA inh	-9	-18	0	-2&-5	-5	-2	7	-1
RXFP1 agonist	x	1.4%	-2.3%	u	-0.4%	0.2%	0.2%	0.8%
PI4K2A block	-1	2	4	-2&-1	-2	-4	0	-4
USP1 inh	-12%	-8%	-4%	u	-12%	-2%	1%	-17%
TrxR1 substrate	10%[57.1 µM]	-3%[57.1 µM]	1%[57.1 µM]	8%[57.1 µM]	4%	0%	-5%	4%
IDH1 R132H inh	5%	-16%	1%	4%	10%	-10%	0%	2%
Vif-APOBEC3F blk	-5%	-24%	3%	-5%	2%	4%	1%	-1%
GRP78 ERSR act	-2%	-3%	-3%	u	-1%	-2%	-3%	-1%
Vif-APOBEC3G blk	4%	2%	1%	0%	-3%	3%	3%	0%

9	O=C(Nc1cccc(F)c1)NC1CC2CCCC(C1)N2C1CC1 (configuration not stated)
10	Cc1c(-c2nc3ccccc3[nH]2)cnn1C
11	CCOCc1cc(CN2CCC(CCC(=O)NC3CC3)CC2)ccc1OC
12	COc1ccc(NC(=O)CCCc2c[nH]c3ccccc23)cc1OC
13	CCOCCCNC(=O)C1CCN(S(=O)(=O)c2ccc3nc4c(c(C(=O)O)c3c2)CCCCC4)CC1
14	CCOC(=O)c1sc2nc(CSc3ccccc3Cl)[nH]c(=O)c2c1C
15	Cc1nnc(SCSc2nnc(C)s2)s1
16	Cc1ccc(-c2noc(CNc3ccccc3)n2)cc1

screen / no.	9	10	11	12	13	14	15	16
LDHA inh	-3	-4	-10	-3	-1	-3	-3	2
RXFP1 agonist	-0.2%	0.3%	0.5%	1.0%	2.2%	-1.1%	1.3%	0.3%
PI4K2A block	0	8	-1	-4	2	0	5	-4
USP1 inh	-9%	-21%	-4%	-15%	-16%	-8%	-7%	-12%
TrxR1 substrate	-1%	-2%	3%	-10%	-4%	-5%[57.1 µM]	2%	-1%
IDH1 R132H inh	-1%	5%	1%	2%	4%	1%	6%	0%
Vif-APOBEC3F blk	x	1%	-14%	7%	8%	5%	7%	-12%
GRP78 ERSR act	-2%	4%	-3%	-2%	-5%	-1%	-1%	10%
Vif-APOBEC3G blk	-3%	-10%	1%	-9%	-6%	0%	1%	0%

5 entries already listed, sorted by molecular weight, falling:
11	CCOCc1cc(CN2CCC(CCC(=O)NC3CC3)CC2)ccc1OC
12	COc1ccc(NC(=O)CCCc2c[nH]c3ccccc23)cc1OC
9	O=C(Nc1cccc(F)c1)NC1CC2CCCC(C1)N2C1CC1 (configuration not stated)
16	Cc1ccc(-c2noc(CNc3ccccc3)n2)cc1
10	Cc1c(-c2nc3ccccc3[nH]2)cnn1C

screen / no.	11	12	9	16	10
LDHA inh	-10	-3	-3	2	-4
RXFP1 agonist	0.5%	1.0%	-0.2%	0.3%	0.3%
PI4K2A block	-1	-4	0	-4	8
USP1 inh	-4%	-15%	-9%	-12%	-21%
TrxR1 substrate	3%	-10%	-1%	-1%	-2%
IDH1 R132H inh	1%	2%	-1%	0%	5%
Vif-APOBEC3F blk	-14%	7%	x	-12%	1%
GRP78 ERSR act	-3%	-2%	-2%	10%	4%
Vif-APOBEC3G blk	1%	-9%	-3%	0%	-10%

Going on with the list:
17	Cc1ccc(-c2nnc3sc(-c4ccncc4)nn23)cc1
18	Cc1ccc(C(=O)c2cn(Cc3ccccc3)c3nc(C)ccc3c2=O)cc1
19	Cc1cc(/N=C/C=C2\N(C)c3ccccc3C2(C)C)n(CCC#N)n1
20	COC(=O)c1c(NC(=O)CSc2nccn2C)sc(C)c1C
21	CC1Cc2ccccc2N1C(=O)Cn1cc([N+](=O)[O-])ccc1=O (configuration not stated)
22	COc1ccc(N2CCN(C(=O)c3cc4c(s3)-c3ccccc3S(=O)(=O)C4)CC2)cc1
23	CCOC(=O)/C(C#N)=N\Nc1cc(Cl)ccc1OC
24	Cn1c(O)c(/C=C2\C=NN=C2c2ccccc2)sc1=S

screen / no.	17	18	19	20	21	22	23	24
LDHA inh	-4	-2	-2	-5	-10	-5	0	3
RXFP1 agonist	6.5%	5.3%	0.4%	0.2%	x	-1.4%	4.0%	0.8%
PI4K2A block	-14	-7	1	2	-6	-14	-2	4
USP1 inh	-12%	u	4%	4%	-18%	-17%	-13%	-16%
TrxR1 substrate	11%	1%	-6%	-10%	-6%	-2%	1%	0%
IDH1 R132H inh	16%	-12%	2%	6%	20%	0%	-3%	-4%
Vif-APOBEC3F blk	-13%	2%	0%	4%	-2%	8%	10µM*	-9%
GRP78 ERSR act	-4%	4%	1%	2%	-1%	2%	-4%	-3%
Vif-APOBEC3G blk	3%	-6%	-27%	0%	-6%	-4%	-5%	-8%

25	Cc1cc(C(=O)CSc2nc3ccc(Cl)cc3[nH]2)c(C)n1CC1CCCO1 (configuration not stated)
26	CCn1c(=O)cc(SCC(=O)N2CCOCC2)c2ccccc21
27	O=C(Cc1cccs1)Nc1nnc(-c2ccccc2)s1
28	COc1cccc(Oc2ccc(C(F)(F)F)cc2NC(=O)C2=COCCO2)c1
29	CCOc1ccc(NC(=O)CCS(=O)(=O)c2ccc3c(c2)CCCN3C(C)=O)cc1
30	CCN(CC)c1ccc(/C=N/NC(=O)Nc2nonc2N)cc1
31	O=C(CCN1C(=O)[C@@H]2Cc3ccccc3CN2C1=O)N[C@@H](Cc1ccccc1)C(=O)O
32	COCCOC(=O)c1[nH]c2c(c1C)C(=O)CC(c1ccco1)C2 (configuration not stated)

screen / no.	25	26	27	28	29	30	31	32
LDHA inh	1	-8	-2	-2	-3	-4	-4	0
RXFP1 agonist	-0.1%	13%	5.6%	2.5%	-1.5%	-0.9%	2.3%	-0.7%
PI4K2A block	7	11	0	0	6	-3	-3	-23
USP1 inh	0%	-15%	-22%	-12%	-4%	-14%	-14%	-14%
TrxR1 substrate	-15%	7%	6%	-14%	1%	7%	3%	8%[57.1 µM]
IDH1 R132H inh	5%	-5%	-3%	0%	-2%	4%	-7%	-11%
Vif-APOBEC3F blk	7%	4%	3%	-1%	x	-7%	1%	-13%
GRP78 ERSR act	-1%	0%	6%	-1%	-3%	4%	-2%	-4%
Vif-APOBEC3G blk	6%	2%	-1%	0%	-1%	-7%	0%	u

33	CCCCCC(=O)N1C[C@H](n2cc(-c3ccc(F)cc3)nn2)[C@@H](O)C[C@@H]1c1ccc(Cl)cc1
34	CC1=NN(c2ccccc2)C(=O)/C1=C\c1ccc(Oc2ccc([N+](=O)[O-])cc2[N+](=O)[O-])cc1
35	COc1cccc(C2(O)C(=O)Nc3ccccc32)c1 (configuration not stated)
36	COc1ccc(OC)c(NC(=O)NCCCCc2ccccc2)c1
37	CCOc1ccc(OCCOc2ccc(/C=C/C(=O)O)cc2OCC)cc1
38	Cc1cc(-c2nn(-c3ccccc3F)cc2CN(C)CC(O)CO)c(C)s1 (configuration not stated)
39	O=C(COC(=O)c1cnc(Cl)c(Cl)c1)Nc1cccc(S(=O)(=O)N2CCOCC2)c1
40	CC(=O)NCCc1nc2ccccc2n1Cc1ccc(C)cc1
41	CC1CCC(NC(=O)COC(=O)c2ccc3ncsc3c2)CC1 (configuration not stated)
42	CCNC(=O)C1CCCN1S(=O)(=O)c1ccc(C)cc1 (configuration not stated)
43	CCCCC(c1nnnn1CCOC)N1CCN(C(=O)c2ccco2)CC1 (configuration not stated)

screen / no.	33	34	35	36	37	38	39	40	41	42	43
LDHA inh	1	10	-2	0	-4	1	-6	-8	-2	-2	3
RXFP1 agonist	x	0.0%	3.3%	-2.4%	2.3%	3.5%	x	0.7%	-0.8%	0.0%	-0.7%
PI4K2A block	-3	u	3	-2	0	-8	1	3	4	1	-7
USP1 inh	-24%	u	-22%	-3%	-22%	-22%	-24%	-7%	-4%	-5%	-14%
TrxR1 substrate	x	1%[57.1 µM]	-10%	-12%	10%[57.1 µM]	3%	1%	3%	7%	7%[57.1 µM]	-3%[57.1 µM]
IDH1 R132H inh	-3%	-3%	5%	-2%	3%	3%	0%	-14%	-12%	0%	9%
Vif-APOBEC3F blk	-25%	4%	-18%	-26%	-12%	5%	-27%	-5%	2%	2%	-9%
GRP78 ERSR act	0%	1%	-2%	-5%	-3%	-2%	1%	-3%	-2%	-2%	-6%
Vif-APOBEC3G blk	-10%	-14%	-2%	-1%	0%	3%	1%	1%	5%	0%	-1%
